VEEV TC-83 Vero: inhibitors of VEEV TC-83 cytopathic effect, confirmation, Vero cells (AID 588727); 350,000 compounds, 0.13% hits; inhibition, % at 20 µM; hits with a dose series show IC50 in µM; Vero cells, VEEV TC-83 cytopathic effect inhibition; higher % means a stronger effect; in the data active = a potency from the dose series; inconclusive = inhibition mostly from about 14% at the one dose, without a potency; inactive = the rest, 99 in 100 with inhibition below about 12%; note: strong numbers were not always called active
influenza NS1A: H1N1 influenza NS1A inhibitors, functional cell based assay (AID 504329); NS1A functional cell-based assay, percent inhibition; higher % means a stronger effect; 340,000 compounds, 0.3% hits; inhibition, % at 12.5 µM, or IC50 in µM where a hit was titrated; in the data active = a potency from the dose series; inconclusive = inhibition above about 27% without an active follow-up result; note: strong numbers were not always called active
M. tuberculosis HTS: M. tuberculosis growth inhibition, HTS (AID 449762); M. tuberculosis H37Rv growth inhibition, 7H9 media; higher % means a stronger effect; inhibition, % at 25 µM; hits with a dose series show IC50 in µM; 330,000 compounds, 0.59% hits; in the data active = a potency from the dose series; inconclusive = inhibition above about 70% without an active follow-up result;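 note: bacterial growth assessed after seven days of incubation; strong numbers were not always called active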
tuberculosis growth: growth inhibition of non-replicating M. tuberculosis (AID 488890) | Mycobacterium tuberculosis non-replicating, growth inhibition; higher % means a stronger effect | 320,000 compounds, 0.39% hits | inhibition, % at 25 µM; hits with a dose series show IC50 in µM; in the data active = a potency from the dose series; inconclusive = inhibition mostly from about 82% at the one dose, without a potency; inactive = the rest, 99 in 100 with inhibition below about 76%;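 note: plate controls were DMSO cells for no effect and high antibiotic wells for full effect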
Salmonella PhoP GFP: PhoP regulon inhibitors, Salmonella typhi PhoP promoter GFP reporter, confirmatory (AID 1850). Salmonella Typhi PhoP-promoter GFP reporter, fluorescence, 4 h; higher % means a stronger effect. inhibition, % at 50 µM; hits with a dose series show IC50 in µM. 310,000 compounds, 0.33% hits; in the data active = a potency from the dose series; inconclusive = inhibition mostly from about 25% at the one dose, without a potency; inactive = the rest, 99 in 100 with inhibition below about 19%;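 note: 0% = induced wells with vehicle and 100% = uninduced wells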
VEEV TC-83 Vero 10K pilot screen: also measured in VEEV TC-83 Vero; calls as there; inhibition, %; measured here: 10K pilot screen inhibition
* marks the source's active call; other numbers are inactive results. Rows were taken by chance; about 1.5% have a hit in one of these screens.

For C=CCc1cccc2cc(C(=O)NCc3cccnc3)c(=O)oc12 the results were VEEV TC-83 Vero 1.7%, influenza NS1A -2.3%, M. tuberculosis HTS -1.4%, tuberculosis growth 26.8% and Salmonella PhoP GFP 7.5%.
Screening CC(=O)Nc1ccc(NC(=O)C2CCCN(c3ncccn3)C2)cc1 (centres undefined) returned VEEV TC-83 Vero 3.1%, influenza NS1A -8.4%, M. tuberculosis HTS -0.1%, tuberculosis growth -16.4% and Salmonella PhoP GFP 5.1%.
For COc1ccc(OC)c(C(=O)CSc2nc3ncccc3[nH]2)c1 the results were VEEV TC-83 Vero 6.7%, influenza NS1A 15.7%, M. tuberculosis HTS 1.8%, tuberculosis growth 6.3% and Salmonella PhoP GFP -2.5%.
CC1CCCCN1Cc1cccnc1 (centres undefined) was read as VEEV TC-83 Vero inactive, influenza NS1A -4.6%, M. tuberculosis HTS -1.2%, tuberculosis growth -2.0% and Salmonella PhoP GFP -9.1%.
`O=C(OCC(=O)N1CCN(C(=O)c2ccco2)CC1)c1ccc(Cl)c(Cl)c1` gave VEEV TC-83 Vero 1.7%, influenza NS1A 4.7%, M. tuberculosis HTS inconclusive and tuberculosis growth 66.9%.
For O=c1[nH]c(=O)n(Cc2ccco2)c(O)c1C=NCCCn1ccnc1 the results were VEEV TC-83 Vero 0.1%, influenza NS1A 7.4%, M. tuberculosis HTS 4.5%, tuberculosis growth -5.8% and Salmonella PhoP GFP -8.8%.
`Cc1[nH]ccc(=O)c1OC1OC(CO)C(O)C(O)C1O` (centres undefined) gave VEEV TC-83 Vero 1.0%, influenza NS1A -8.5%, M. tuberculosis HTS -4.7%, tuberculosis growth -9.8% and Salmonella PhoP GFP -42.3%.
For COc1cc2c(C(=O)N3CCN(C)CC3)c(C)n(C)c2cc1Br the results were VEEV TC-83 Vero 1.1%, influenza NS1A 3.8%, M. tuberculosis HTS -10.2%, tuberculosis growth -4.1% and Salmonella PhoP GFP 5.0%.
COc1cccc(N2C(=O)C3ON(c4ccccc4)C(c4cccs4)C3C2=O)c1 (centres undefined) was read as VEEV TC-83 Vero 0.4%, influenza NS1A 8.1%, M. tuberculosis HTS -6.2%, tuberculosis growth -11.1% and Salmonella PhoP GFP 0.7%.
Screening Cc1cc(-c2onc(C)c2C(=O)N/N=C/c2ccccc2)no1 returned VEEV TC-83 Vero inactive, influenza NS1A -1.5%, M. tuberculosis HTS 0.7%, tuberculosis growth 10.3% and Salmonella PhoP GFP -12.3%.
For CC(C)N1CCc2c(sc(N)c2C#N)C1 the results were VEEV TC-83 Vero 1.8%, influenza NS1A 3.8%, M. tuberculosis HTS 1.9%, tuberculosis growth 20.3% and Salmonella PhoP GFP -11.8%.
For O=C(CSc1nnc2c(n1)[nH]c1ccccc12)Nc1ccc(N2CCOCC2)cc1 the results were VEEV TC-83 Vero 0.8%, influenza NS1A 11.2%, M. tuberculosis HTS 6.6%, tuberculosis growth 9.6% and Salmonella PhoP GFP 15.4%.
Cc1c(NC(=O)CCCCCN2C(=O)c3ccccc3C2=O)c(=O)n(-c2ccccc2)n1C was read as VEEV TC-83 Vero inactive, influenza NS1A -18.4%, M. tuberculosis HTS 2.3% and Salmonella PhoP GFP -6.7%.
OCCCNc1nc(-c2ccc(Cl)cc2)nc2ccccc12 was read as VEEV TC-83 Vero 2.5%, influenza NS1A -9.7%, M. tuberculosis HTS 36.6%, tuberculosis growth 48.5% and Salmonella PhoP GFP -5.0%.
Screening CC(C)c1cc(C(=O)Nc2cccnc2)no1 returned VEEV TC-83 Vero 3.5%, influenza NS1A -8.3%, M. tuberculosis HTS -2.8%, tuberculosis growth 10.8% and Salmonella PhoP GFP -18.7%.
`CCNC(=S)NNC(=O)c1cccc(Br)c1` gave VEEV TC-83 Vero 0.2%, influenza NS1A -8.9%, M. tuberculosis HTS -10.9%, tuberculosis growth -5.2% and Salmonella PhoP GFP -10.4%.
Screening COc1ccc2cc(C3=CCCC3(C)C(=O)O)ccc2c1 (centres undefined) returned VEEV TC-83 Vero inactive and influenza NS1A -3.5%.
N#Cc1ccccc1NC(=O)CN1C(=O)NC2(CCCC2)C1=O was read as VEEV TC-83 Vero 1.5%, influenza NS1A 7.7%, M. tuberculosis HTS 8.8%, tuberculosis growth -17.9% and Salmonella PhoP GFP -0.1%.
Screening CCN(CC)S(=O)(=O)c1ccc(N2CC(C(=O)NC3(C)CCS(=O)(=O)C3)CC2=O)cc1 (centres undefined) returned VEEV TC-83 Vero 0.8%, influenza NS1A -4.3%, M. tuberculosis HTS -1.0% and tuberculosis growth -0.5%.
Cc1nn(-c2ccccc2)c(Cl)c1/C=N/NC(N)=O was read as VEEV TC-83 Vero 0.8%, influenza NS1A -0.3%, M. tuberculosis HTS -5.6%, tuberculosis growth -4.7% and Salmonella PhoP GFP -10.0%.
`CCOC(=O)c1[nH]c2ccc(Cl)cc2c1NC(=O)/C=C/c1ccc2c(c1)OCO2` gave VEEV TC-83 Vero 2.2%, influenza NS1A -4.6%, M. tuberculosis HTS -4.0%, tuberculosis growth -4.7% and Salmonella PhoP GFP -6.0%.
For COc1ccc2c(c1)CC(C1(O)C(=O)N(C)c3ccccc31)C2=O (centres undefined) the results were VEEV TC-83 Vero inactive, influenza NS1A -0.1%, M. tuberculosis HTS -3.9%, tuberculosis growth -11.8%, Salmonella PhoP GFP -7.0% and VEEV TC-83 Vero 10K pilot screen 2.2.
For Cc1ccc(-n2c(C)cc(C(=O)COc3c(CO)cc(F)cc3CO)c2C)cc1C the results were VEEV TC-83 Vero 0.4%, influenza NS1A 18.6%, M. tuberculosis HTS -7.0%, tuberculosis growth 22.8% and Salmonella PhoP GFP -5.6%.
CN1CCc2c(sc(NC(=O)Cc3ccccc3)c2C(N)=O)C1 was read as VEEV TC-83 Vero 0.3%, influenza NS1A 32.0%, M. tuberculosis HTS 1.8%, tuberculosis growth 4.9%, Salmonella PhoP GFP 7.6% and VEEV TC-83 Vero 10K pilot screen 0.2.
`Oc1c(C(c2cccc(F)c2)N2CCN(Cc3ccccc3)CC2)sc2ncnn12` (centres undefined) gave VEEV TC-83 Vero 2.0%, influenza NS1A 0.6%, M. tuberculosis HTS -4.8%, tuberculosis growth 29.5% and Salmonella PhoP GFP 0.3%.
For COC(=O)c1ccc(C(=O)OC)c(NC(=S)N2CCCC2)c1 the results were VEEV TC-83 Vero 2.1%, influenza NS1A -9.2%, M. tuberculosis HTS -1.1%, tuberculosis growth 65.7% and Salmonella PhoP GFP -0.2%.
For COc1ccc(NC(=O)CNC(=O)Cn2c(C)cc3ccccc3c2=O)cc1OC the results were VEEV TC-83 Vero inactive, influenza NS1A 6.2%, M. tuberculosis HTS 1.1%, tuberculosis growth -10.1% and Salmonella PhoP GFP -17.8%.
For CC1CCC(NC(=O)C2CCN(C(=O)Nc3ccccc3)CC2)CC1 (centres undefined) the results were VEEV TC-83 Vero 3.0%, influenza NS1A -0.5%, M. tuberculosis HTS -3.2% and tuberculosis growth -2.5%.
CCCCNC(=O)CN1C(=O)NC2(CCCc3ccccc32)C1=O (centres undefined) was read as VEEV TC-83 Vero 2.5%, influenza NS1A -12.6% and Salmonella PhoP GFP -6.3%.
Screening Cn1c(Cn2nnc3ccccc32)nnc1SCC(=O)c1ccc(F)cc1 returned VEEV TC-83 Vero 0.8%, influenza NS1A -4.5%, M. tuberculosis HTS -2.6%, tuberculosis growth -3.3% and Salmonella PhoP GFP 13.2%.
Screening COC(=O)c1nc2ccc(C)cn2c1F returned VEEV TC-83 Vero inactive, influenza NS1A 18.2%, M. tuberculosis HTS -8.3% and Salmonella PhoP GFP -5.4%.
For Cc1ccccc1-c1noc(N)c1C#N the results were VEEV TC-83 Vero 8.6%, influenza NS1A 1.8%, M. tuberculosis HTS 51.3%, tuberculosis growth 6.6%, Salmonella PhoP GFP 5.3% and VEEV TC-83 Vero 10K pilot screen 3.1.
Screening COc1c2c(c(CCC(=O)O)c3c1C=CC(C)(C)O3)OC(C)(C)C=C2 returned VEEV TC-83 Vero 0.6% and influenza NS1A -13.6%.
Screening Cc1cccc(N2CCN(c3ccc(NC(=O)/C=C\C(=O)O)cc3)CC2)c1 returned VEEV TC-83 Vero 0.7%, influenza NS1A 6.0%, M. tuberculosis HTS 37.4%, tuberculosis growth 37.2% and Salmonella PhoP GFP -4.5%.
COc1cc(C2N(C)CCC3(OCCO3)C2(C)C)cc(OC)c1OC (centres undefined) was read as VEEV TC-83 Vero 0.6%, influenza NS1A 1.3%, M. tuberculosis HTS -6.3%, tuberculosis growth 9.0% and Salmonella PhoP GFP -7.6%.
`N#Cc1nc(COc2ccc(Br)cc2)oc1NCCN1CCOCC1` gave VEEV TC-83 Vero 1.2%, influenza NS1A 3.5%, M. tuberculosis HTS 4.5%, tuberculosis growth 40.2% and Salmonella PhoP GFP -8.9%.
CCC(C(=O)Nc1ccon1)c1ccccc1 (centres undefined) was read as VEEV TC-83 Vero 0.2%, influenza NS1A -9.4%, M. tuberculosis HTS -5.4%, tuberculosis growth 23.9% and Salmonella PhoP GFP -4.9%.
For CCCCn1c(N)c(N(CCOC)C(=O)Cn2c(=O)cnc3ccccc32)c(=O)[nH]c1=O the results were VEEV TC-83 Vero 1.6%, influenza NS1A -9.9%, M. tuberculosis HTS -10.1% and tuberculosis growth -10.3%.
`CSc1ncccc1C(=O)OC(C)C(=O)Nc1cccc(S(=O)(=O)N2CCOCC2)c1` (centres undefined) gave VEEV TC-83 Vero 1.0%, influenza NS1A 10.1%, M. tuberculosis HTS -0.5% and tuberculosis growth 3.1%.
Screening CC(CN1CCCC1)OC(=O)c1ccc(Cl)cc1 (centres undefined) returned VEEV TC-83 Vero 0.0%, influenza NS1A -5.4%, M. tuberculosis HTS 0.0%, tuberculosis growth 50.5% and Salmonella PhoP GFP -1.7%.

2 compounds picked at random from those above, as already listed:
Screening Cc1cccc(N2CCN(c3ccc(NC(=O)/C=C\C(=O)O)cc3)CC2)c1 returned VEEV TC-83 Vero 0.7%, influenza NS1A 6.0%, M. tuberculosis HTS 37.4%, tuberculosis growth 37.2% and Salmonella PhoP GFP -4.5%.
For Cc1ccccc1-c1noc(N)c1C#N the results were VEEV TC-83 Vero 8.6%, influenza NS1A 1.8%, M. tuberculosis HTS 51.3%, tuberculosis growth 6.6%, Salmonella PhoP GFP 5.3% and VEEV TC-83 Vero 10K pilot screen 3.1.

New compounds follow
`CCOc1ccccc1OCCCC(=O)N(C)CC(=O)Nc1cc(C)ccc1C` gave VEEV TC-83 Vero inactive, influenza NS1A -7.3%, M. tuberculosis HTS -6.5%, tuberculosis growth 18.8% and Salmonella PhoP GFP -3.0%.
For COc1cccc(NC(=O)c2cc(OC)c(OC)c(OC)c2Br)c1 the results were VEEV TC-83 Vero 5.2%, influenza NS1A 4.0%, M. tuberculosis HTS -2.2%, tuberculosis growth 24.1% and Salmonella PhoP GFP -16.7%.
`CC(C)C(OC(=O)c1nsc(Cl)c1Cl)C(=O)NC(C)(C)C` (centres undefined) gave VEEV TC-83 Vero 0.6%, influenza NS1A -6.8%, M. tuberculosis HTS -1.1%, tuberculosis growth 34.5% and Salmonella PhoP GFP -3.2%.
For CCCN1CN(c2ccccc2)C(=S)N(c2ccccc2)C1 the results were VEEV TC-83 Vero 0.1%, influenza NS1A -3.0%, M. tuberculosis HTS -2.2%, tuberculosis growth 26.2% and Salmonella PhoP GFP 10.3%.
Screening CSc1nc2ccc(NC(=O)c3ccccn3)cc2s1 returned VEEV TC-83 Vero 2.5%, influenza NS1A 7.9%, M. tuberculosis HTS -10.0%, tuberculosis growth 13.0% and Salmonella PhoP GFP 16.3%.
For Cc1noc(C)c1C(=O)N1CCN(c2cccc(Cl)c2)CC1 the results were VEEV TC-83 Vero 0.7%, influenza NS1A -5.0%, M. tuberculosis HTS -8.5%, tuberculosis growth 10.2%, Salmonella PhoP GFP -0.8% and VEEV TC-83 Vero 10K pilot screen 1.0.
`O=C(NCc1ccccc1CN1CCCC1)c1cccc(S(=O)(=O)Nc2ccc(F)cc2)c1` gave VEEV TC-83 Vero 1.5%, influenza NS1A 6.5%, M. tuberculosis HTS -0.6% and tuberculosis growth 32.9%.
Screening O=[N+]([O-])c1ccc2nc(-c3ccc(Cl)cc3)[nH]c2c1 returned VEEV TC-83 Vero 1.5%, influenza NS1A 10.3%, M. tuberculosis HTS 10.9%, tuberculosis growth inconclusive and Salmonella PhoP GFP -31.4%.
`N#CCSc1nnc(C2CCCCC2)n1-c1ccccc1` gave VEEV TC-83 Vero 1.5%, influenza NS1A -3.3%, M. tuberculosis HTS 37.8%, tuberculosis growth -5.1% and Salmonella PhoP GFP 3.9%.
